Sm TGR inh – qHTS Assay for the Inhibitors of Schistosoma Mansoni Peroxiredoxins; purified TGR, DTNB reduction, TNB absorbance 405 nm; Potency, µM (titrated, usually from 114 µM), without a hit: top-dose activity change, negative = inhibition, most hits filed as inhibitors; Schistosoma mansoni thioredoxin glutathione reductase (TGR), Q962Y6; actives 3% (n = 360,000); AID 485364, 2010; further: potency means the concentration at half of the fitted maximal effect; nearly all actives have a fitted effect of over 60% in size
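First, TGR (20 nM dispensed) and NADPH were mixed with compound. Second, a 15 min room-temperature incubation followed. Third, further NADPH and then DTNB were added to start the reaction. Finally, TNB absorbance was monitored kinetically.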
Tb PYK inh – qHTS of Trypanosoma Brucei Inhibitors; pyruvate kinase (Trypanosoma brucei), Q57TT1; TbPYK enzyme, Kinase-Glo Plus ATP luminescence, 45 min; Potency, µM (series often up to 76.8 µM), for inactives: at the top dose activity, negative = inhibition, usual class: inhibitors; actives 0.12% (n = 410,000); further: potency means the concentration at half of the fitted maximal effect; nearly all actives have a fitted effect of over 50% in size
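T. brucei PYK with substrate was exposed to pin-transferred compounds across a concentration series, then started with 130 uM ADP (final). After 45 min at room temperature, Kinase-Glo Plus luminescence was read, normalized and curve-fitted.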
LmPK inhibitor – qHTS Assay for Inhibitors of Leishmania Mexicana Pyruvate Kinase (LmPK); Potency, µM (titrated, usually from 57.5 µM), without a hit: top-dose activity change, negative = inhibition, actives largely listed as inhibitors; AID 1721, 2009; purified LmPK, Kinase-Glo ATP luminescence, 1 h; actives 0.37% (n = 290,000); Q27686; further: potency means the concentration at half of the fitted maximal effect
Target sequence (Q27686 whole entry, looked up): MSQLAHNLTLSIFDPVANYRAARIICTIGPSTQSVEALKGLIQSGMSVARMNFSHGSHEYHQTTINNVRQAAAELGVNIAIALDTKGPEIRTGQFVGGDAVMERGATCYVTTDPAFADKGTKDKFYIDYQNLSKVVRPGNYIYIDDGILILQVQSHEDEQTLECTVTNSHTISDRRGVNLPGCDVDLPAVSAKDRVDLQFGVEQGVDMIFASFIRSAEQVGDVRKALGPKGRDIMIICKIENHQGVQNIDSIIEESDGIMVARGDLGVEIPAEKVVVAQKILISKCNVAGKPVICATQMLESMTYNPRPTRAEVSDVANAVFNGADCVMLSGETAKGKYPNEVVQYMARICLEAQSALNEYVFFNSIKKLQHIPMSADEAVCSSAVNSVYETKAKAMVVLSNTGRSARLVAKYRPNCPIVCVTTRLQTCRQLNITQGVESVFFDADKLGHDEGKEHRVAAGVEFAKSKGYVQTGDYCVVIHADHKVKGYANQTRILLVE
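Pyruvate kinase activity monitored as ATP production (luciferase luminescence). Conditions: 0.1 nM enzyme, 0.5 mM PEP, 0.1 mM ADP, 1 h, RT; normalized against uninhibited and no-enzyme wells.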
AMA1-RON2 inh – qHTS for Inhibitors of AMA1-RON; Towards Development of Antimalarial Drug Lead: Primary Screen | Plasmodium falciparum AMA1 (3D7) - RON2 peptide interaction | AlphaScreen AMA1-biotinylated RON2 peptide binding | Potency, µM (highest dose often 58.2 µM), without a hit: top-dose activity change, negative = inhibition, most hits filed as inhibitors | actives 0.2% (n = 360,000) | AID 720542, 2013;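 further: potency means the concentration at half of the fitted maximal effect; 0% = vehicle wells and -100% = peptide control; nearly all actives have a fitted effect of over 45% in size; some results filed as inactive show a strong effect at the top dose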
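AMA1 (3D7) with his tag at 25 nM final met compounds first, then biotinylated RON2 peptide at 25 nM; detection used donor plus acceptor beads, 10 µg/mL apiece, read by AlphaScreen after 30 min at room temperature.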
HCMV antiviral – qHTS Assay for inhibitors of the human cytomegalovirus (HCMV); actives 4.5% (n = 410,000); HFF cells, HCMV-luciferase reporter, 72 h; active compounds read low; activity change, negative = inhibition, % at 57.5 µM; in the data active means activity change below about -60%; inconclusive means no clear call, values can overlap the other calls; inactive means above about -39%
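After 16 h attachment at 37C, HFF cells received test compound and HCMV-luciferase (1 PFU/cell); reporter luminescence read 72 h later, data normalized against buffer-only and known inhibitor Salinomycin.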
AmpC inh no detg – qHTS Inhibitors of AmpC Beta-Lactamase (assay without detergent) | actives 0.52% (n = 330,000) | P00811 | Potency, µM (series often up to 57.1 µM), without a hit: top-dose activity change, negative = inhibition, actives largely listed as inhibitors | AmpC nitrocefin hydrolysis, absorbance 480 nm, 0.0001% Triton;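 further: potency means the concentration at half of the fitted maximal effect; plate controls were no compound for no effect and no enzyme for full effect; nearly all actives have a fitted effect of over 20% in size; some results filed as inactive show a strong effect at the top dose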
Target sequence (P00811 whole entry, looked up): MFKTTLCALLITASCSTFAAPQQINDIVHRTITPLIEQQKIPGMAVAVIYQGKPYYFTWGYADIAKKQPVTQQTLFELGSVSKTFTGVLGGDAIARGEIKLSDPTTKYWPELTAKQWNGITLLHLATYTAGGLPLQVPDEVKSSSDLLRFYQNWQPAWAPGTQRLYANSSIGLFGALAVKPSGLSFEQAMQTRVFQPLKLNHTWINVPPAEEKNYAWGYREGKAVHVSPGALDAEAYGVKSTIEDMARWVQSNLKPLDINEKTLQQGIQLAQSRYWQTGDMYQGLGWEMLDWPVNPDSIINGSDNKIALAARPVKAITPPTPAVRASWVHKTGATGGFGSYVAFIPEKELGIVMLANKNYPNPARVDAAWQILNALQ
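AmpC (5.3 nM in the dispensed reagent) in 20 mM phosphate pH 7.0 with 0.01% (detergent screen) or 0.0001% Triton X-100 was preincubated with compounds for 15 min at room temperature. Nitrocefin was then added from an 800 uM solution, and hydrolysis was followed at 480 nm.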
AmpC inh detg – qHTS Inhibitors of AmpC Beta-Lactamase (assay with detergent); actives 0.041% (n = 370,000); AID 485294, 2010; AmpC hydrolysis of nitrocefin, absorbance 480 nm, 0.01% Triton; Potency, µM (series often up to 114 µM), for inactives: top-dose activity change, negative = inhibition, usual class: inhibitors;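 further: potency means the concentration at half of the fitted maximal effect; 0% = no-compound wells and -100% = no-enzyme wells; nearly all actives have a fitted effect of over 25% in size; some results filed as inactive show a strong effect at the top dose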
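20 mM phosphate pH 7.0 + 0.01% (detergent screen) or 0.0001% Triton X-100; 5.3 nM AmpC reagent; cpd preinc 15 min RT; nitrocefin (800 uM stock) to start; A480 q20 s × 4 min; Activity was normalised to no-enzyme and no-compound control wells.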
* marks the source's active call; other numbers are inactive results; ? = inconclusive; nt = no result given; [ ] = another dose, or the depositor's remark. Unless noted, the call rests on the fitted dose curve; in most records, active means well fitted curve in the direction sought with a large enough effect; inconclusive means small, poorly fitted or top-dose-only effect, or another doubt; inactive means no such curve, though single readings can be large; an effect the other way counts as inactive or inconclusive. Unless noted, on the % scale 0 is the no-effect control and ±100 the full control effect.

molecule	Sm TGR inh	Tb PYK inh	LmPK inhibitor	AMA1-RON2 inh	HCMV antiviral	AmpC inh no detg	AmpC inh detg
O=C(Nc1cccnc1)c1cc(-c2cccc(Br)c2)nc2ccccc12	-2%	-9%	-6%	-2%	4	-15%	3%
CC(C)Cn1c(SCC(=O)N2CCN(S(=O)(=O)c3ccccc3)CC2)nc2ccccc21	-8%	-3%	-2%	1%	-68*	24%	-15%
CCn1c(C(=O)N2CCC(C(=O)N3CCN(c4ccccn4)CC3)CC2)cc2sccc21	-1%	6%	3%	-3%	-2	?	?
CCN(CC(=O)Nc1ccccc1OC)C(=O)CCc1ccccc1	3%	0%	2%	-11%	1	12%	-5%
CC1CCCN(C(=O)c2cc3c(=O)n4ccccc4nc3s2)C1 (stereo not drawn)	-3%	1%	1%	29%	118	3%	-10%
COc1ccccc1C(OC(=O)c1cccs1)C(=O)NCc1ccco1 (stereo not drawn)	13µM*	-10%	-3%	-3%	4	-24%	-8%
Cc1ccc(C(=O)NCC(=O)N2CCCCCCC2)cc1	2%	-8%	nt	88%[activator]	44	-9%	3%
COc1cccc(NC(=O)CN(C)C(=O)c2ccc3c(c2)CC(c2ccccc2)OC3=O)c1 (stereo not drawn)	-1%	-3%	nt	0%	-3	5%	5%
Cn1c(C(=O)N2CCC(C(=O)NCCc3ccccc3)CC2)cc2sccc21	3%	-4%	nt	nt	-10	nt	-13%
CC(Sc1ncc(C(F)(F)F)cc1Cl)C(=O)NC(N)=O (stereo not drawn)	-2%	5%	-5%	-10%	?	-11%	-1%
COc1cccc(CNc2nc3cc(-c4cccc(C(F)(F)F)c4)sc3c(=O)n2C)c1	nt	-1%	nt	1%	18	nt	nt
O=C(COc1ccc(/C=N/NS(=O)(=O)c2ccccc2)cc1)N1CCOCC1	-1%	6%	-1%	15%	-19	-23%	-7%
Cc1cc(C(=O)Nc2ccc3c(c2)CCC3)ccc1[N+](=O)[O-]	nt	-9%	nt	-11%	62	nt	nt
COc1ccc(Br)cc1C(=O)Nc1ccc2oc(-c3cccnc3)nc2c1	-1%	1%	nt	nt	-19	nt	5%
Cn1c(SCC(=O)NC2CCS(=O)(=O)C2)nnc1-c1ccco1 (stereo not drawn)	-20%	-17%	nt	1%	44	-4%	0%
Cc1cccc(C)c1OCc1cc(C(=O)N2CCCC2c2nonc2C)no1 (stereo not drawn)	-3%	-5%	-13%	0%	-23	82%[activator]	-6%
O=C1CSC(=S)N1/N=C/c1ccc(O)c(O)c1O	?	?	-21%	?	nt	?	?
O=C(Cn1nnc(-c2ccccc2Cl)n1)N/N=C/c1ccc2c(c1)OCO2	18%	-9%	-1%	111%[activator]	-1	-23%	-8%
Cc1oc2ccccc2c1-c1cn2c(n1)SCC2	-26%	-5%	-2%	34%[activator]	86	-23%	-7%
CC1(C)CC(=O)C(C2C3=C(CC(C)(C)CC3=O)Oc3c(Br)cc(Br)cc32)=C(O)C1 (stereo not drawn)	-12%	2%	0%	-4%	-37	-21%	?
O=C(C1=C[C@H](c2ccc3c(c2)OCO3)C[C@H](OCCCCO)O1)N1CCN(Cc2ccc3c(c2)OCO3)CC1	0%	2%	2%	-4%	22	218%[activator]	5%
Fc1ccccc1NC(=S)NN(Cc1ccccc1)c1ccccc1	2%	-12%	-1%	26%	-10	-58%	-1%
CCCCN(Cc1nc2ccccc2c(=O)[nH]1)C(=O)c1nn(C)c(=O)c2ccccc12	-1%	2%	nt	4%	-20	-12%	-22%
O=C(COC(=O)c1n[nH]c2ccccc12)c1cccc(Br)c1	6%	-7%	-4%	5%	35	-36%	5%
O=C(Nc1cccc(CCc2ccccn2)c1)c1ccc(Cl)cc1	nt	nt	1%	nt	nt	-25%	0%
Cc1ccc(N(Cc2cc(=O)[nH]c3ccccc23)C(=O)C(C)C)cc1	0%	-5%	2%	5%	?	1%	-4%
CCOC(=O)c1c(-c2ccccc2)nc2ccccn12	-28%	0%	1%	-2%	-63*	-5%	-10%
Cc1c(CC(=O)NCCc2ccc(Cl)cc2)c(=O)oc2c(C)c3occ(C(C)(C)C)c3cc12	4%	7%	nt	nt	-68*	nt	15%
N#C/C(=C(/O)c1cccs1)c1nnc2n1CCCCC2	-1%	-2%	-3%	46%[activator]	?	-16%	0%
COc1ccccc1-c1nnc(-c2ccc(C)cc2)o1	nt	-1%	nt	10%	112	nt	nt
Cc1nnc(SCC(=O)N(C2CCCCC2)C2CCS(=O)(=O)C2)n1N (stereo not drawn)	-6%	-15%	nt	-18%	-3	-8%	?
CC1(C)Cc2ccccc2-c2nnnn21	2%	-11%	2%	-3%	?	-16%	19%
O=C(NCc1ccccc1)C1=C[C@@H](c2csc3ccccc23)C[C@@H](OCc2ccc(CO)cc2)O1	0%	4%	9%	0%	-98*	-9%	9%
O=S1(=O)c2ccc(Br)cc2OC(COCc2ccccc2)CN1Cc1ccccc1 (stereo not drawn)	nt	-6%	nt	4%	6	-22%	nt
CCN1CCCC1CNC(=O)c1cc2c(-c3cccc(OC)c3)nn(C)c2s1 (stereo not drawn)	-13%	14%	10%	2%	-23	8%	?
COc1cccc(/C=C/c2ccc3ccccc3n2)c1OC(C)=O	3%	1%	25µM*	-7%	-95*	35%	6%
N#CCC(=O)Nc1ccc(C(=O)NCC2(N3CCOCC3)CCCCC2)cc1	7%	-18%	nt	2%	-27	38%	6%
COc1ccc2c(c1)C(=O)Cc1ccccc1O2	nt	2%	nt	-2%	20	nt	nt
COc1cc(OC)cc(C(=O)NCCN2C(=O)S/C(=C\c3cccs3)C2=O)c1	-12%	6%	-8%	-2%	-7	-25%	-5%
CCCCC1(C)NC(=O)c2c(C)sc(C(=O)OCC)c2N1 (stereo not drawn)	0%	3%	0%	21%	3	-2%	5%

For convenience, some entries already given.
molecule	Sm TGR inh	Tb PYK inh	LmPK inhibitor	AMA1-RON2 inh	HCMV antiviral	AmpC inh no detg	AmpC inh detg
CCOC(=O)c1c(-c2ccccc2)nc2ccccn12	-28%	0%	1%	-2%	-63*	-5%	-10%
Cc1c(CC(=O)NCCc2ccc(Cl)cc2)c(=O)oc2c(C)c3occ(C(C)(C)C)c3cc12	4%	7%	nt	nt	-68*	nt	15%

One compound at a time, from the list above:
Entry for O=C(C1=C[C@H](c2ccc3c(c2)OCO3)C[C@H](OCCCCO)O1)N1CCN(Cc2ccc3c(c2)OCO3)CC1 : Sm TGR inh: 0%; Tb PYK inh: 2%; LmPK inhibitor: 2%; AMA1-RON2 inh: -4%; HCMV antiviral: 22; AmpC inh no detg: 218%[activator]; AmpC inh detg: 5%
Entry for Cc1c(CC(=O)NCCc2ccc(Cl)cc2)c(=O)oc2c(C)c3occ(C(C)(C)C)c3cc12 : Sm TGR inh: 4%; Tb PYK inh: 7%; LmPK inhibitor: nt; AMA1-RON2 inh: nt; HCMV antiviral: -68*; AmpC inh no detg: nt; AmpC inh detg: 15%

(list continues)
molecule	Sm TGR inh	Tb PYK inh	LmPK inhibitor	AMA1-RON2 inh	HCMV antiviral	AmpC inh no detg	AmpC inh detg
O=C(COc1ccccc1)OCc1cc(=O)n2nc(-c3cccs3)sc2n1	0%	-5%	nt	nt	24	nt	-3%
Cn1c(SCC(=O)O)nc2ccccc2c1=O	-6%	-5%	5%	1%	34	-2%	-13%
O=C(Nc1ccccc1C(F)(F)F)C1CCN(S(=O)(=O)c2ccccc2)CC1	-4%	-2%	nt	nt	-8	nt	-3%
C=CCNc1nnc(C)c2ccccc12	?	4%	0%	-7%	-10	-19%	-14%
CCOc1ccccc1OCC(=O)NCc1ccco1	20µM*	-7%	11%	0%	32	-2%	-1%
COc1ccccc1CNC(=O)c1ccc(SC)cc1OC	20%	-6%	-1%	-2%	4	-8%	2%
CCC(=O)Nc1cc2nn(-c3ccc(OC)cc3)nc2cc1C	5%	2%	3%	-8%	10	-9%	-3%
Cc1ccc(C(=O)COC(=O)c2cc(=O)[nH]c3ccccc23)cc1	8%	8%	1%	0%	29	-12%	-10%
Cc1ccc(Cn2c(SCC(=O)NCC3CCCO3)nc3c2c(=O)n(C)c(=O)n3C)cc1 (stereo not drawn)	-32%	-1%	1%	-8%	-1	59%	0%
CCn1c(C)c(C)c2cc(C(=O)NCc3ccc(F)cc3)ccc21	-3%	8%[15.4 µM]	nt	nt	?	nt	1%
O=C(Nc1ccc(S(=O)(=O)N2CCCCC2)cc1)C1CC(=O)N(c2ccc(Cl)cc2)C1 (stereo not drawn)	13%	-3%	-6%	-3%	9	-3%	6%
Cc1ccc(C)c(NS(=O)(=O)c2ccc3c4c(cccc24)C(=O)N3)c1	2%	-3%	nt	nt	?	nt	3%
Cc1cccc(N2CCC(N=CN(C)C)=N2)c1	-30%	-16%	-4%	-13%	?	-16%	-8%
CCCn1nnc(NC(=O)c2cc(Br)cc(Br)c2OC)n1	0%	11%	-2%	25%	-28	0%	-4%
O=C(CSc1nnnn1C1CC1)N1CCN(c2cccc(Cl)c2)CC1	nt	1%	nt	6%	-33	-3%	nt
C[C@H](CO)N1C[C@H](C)[C@H](CN(C)S(=O)(=O)c2ccc(Cl)cc2)OCc2cnnn2CCCC1=O	nt	-2%	nt	0%	-2	nt	nt

Retrieved one by one from above:
molecule	Sm TGR inh	Tb PYK inh	LmPK inhibitor	AMA1-RON2 inh	HCMV antiviral	AmpC inh no detg	AmpC inh detg
Cc1ccc(N(Cc2cc(=O)[nH]c3ccccc23)C(=O)C(C)C)cc1	0%	-5%	2%	5%	?	1%	-4%
CCN(CC(=O)Nc1ccccc1OC)C(=O)CCc1ccccc1	3%	0%	2%	-11%	1	12%	-5%
O=C(Cn1nnc(-c2ccccc2Cl)n1)N/N=C/c1ccc2c(c1)OCO2	18%	-9%	-1%	111%[activator]	-1	-23%	-8%
CC(C)Cn1c(SCC(=O)N2CCN(S(=O)(=O)c3ccccc3)CC2)nc2ccccc21	-8%	-3%	-2%	1%	-68*	24%	-15%
C[C@H](CO)N1C[C@H](C)[C@H](CN(C)S(=O)(=O)c2ccc(Cl)cc2)OCc2cnnn2CCCC1=O	nt	-2%	nt	0%	-2	nt	nt

Bioassay records as filed in PubChem BioAssay.
